HSF1 inh: HSF1 inhibition; NIH3T3-HGL HSE-luciferase, MG132-induced, luminescence 8 h; hits give low values; activity change, negative = inhibition, % at 7.5 µM (by protocol); hit rate 0.77% among 300,000; AID 2098;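 active means more than half of replicate wells show activity change below -50%, luminescence cut by over half; inconclusive means some wells, but at most half, below -50%; inactive means no replicate well below -50%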;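 further: luciferase reports HSF-1 transcriptional activity via heat shock element; 0% = median of DMSO wells and -100% = zero luminescence signal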
HIF activator: HIF pathway transcriptional activation; U2OS HRE-luciferase reporter, luminescence; normalized: DMSO 0%, desferrioxamine 100%; activation, % at 7.5 µM (by protocol); hit rate 0.32% among 300,000;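 active means mean activation of at least 10% of the iron chelator positive control signal, with at least half of replicates also reaching 10%; inconclusive means mean and replicate majority disagree about reaching 10%; inactive means mean and most replicates under 10%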
HDAC3 inh: blocks human histone deacetylase 3; hit rate 0.15% among 320,000; AID 2718; O15379; recombinant HDAC3, fluorogenic peptide/trypsin coupled, fluorescence; inhibition, % at 8.3 µM; in the data active means inhibition above about 26%, passing the limit was not always enough; inconclusive means no clear call, values can overlap the other calls
Target sequence (O15379 whole entry, looked up): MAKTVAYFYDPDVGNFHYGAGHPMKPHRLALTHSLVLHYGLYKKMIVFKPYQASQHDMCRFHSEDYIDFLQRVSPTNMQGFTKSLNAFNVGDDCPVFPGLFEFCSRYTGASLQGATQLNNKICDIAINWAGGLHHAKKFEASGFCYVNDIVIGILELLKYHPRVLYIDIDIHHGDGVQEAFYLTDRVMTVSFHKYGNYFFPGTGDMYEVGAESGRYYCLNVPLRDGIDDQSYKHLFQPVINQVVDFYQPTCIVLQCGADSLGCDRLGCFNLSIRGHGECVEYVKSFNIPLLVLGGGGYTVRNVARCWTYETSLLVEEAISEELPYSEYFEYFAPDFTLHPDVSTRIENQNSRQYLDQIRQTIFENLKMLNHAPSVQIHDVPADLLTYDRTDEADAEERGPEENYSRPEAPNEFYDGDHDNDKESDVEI
HSP90 refold inh: HSP90 refolding inhibition in rabbit reticulocyte lysate; luciferase refolding luminescence, 3 h; inhibition, % at 5.6 µM; AID 1789; hit rate 0.91% among 290,000;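 active means inhibition above the screen-wide mean plus 3 SD, computed separately per campaign, cut at about 16% in these data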;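 further: 0% = DMSO wells and 100% = 60 µM geldanamycin wells; inhibitors lower the luminescence because luciferase stays unfolded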
IEC-6 tox: IEC-6 cytotoxicity, counter-screen for KLF5 inhibitors | luminescence viability | inhibition, % at 5 µM | hit rate 0.78% among 290,000; in the data active means inhibition above about 22%;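 further: 0% = plate median of test compound wells and 100% = cytotoxic reference compound wells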
Platelet DG rel: modulates dense granule release in human platelets. human platelet-rich plasma, SFLLRN dense granule ATP release, luminescence. inhibition, %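 (compounds screened at 7.5 µM in platelet-rich plasma)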. hit rate 0.22% among 300,000;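 active means mean replicate score, as percent of positive control, at or above 50; inconclusive means mean below 50 but at least one replicate at or above 50; inactive means mean and every replicate below 50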
AI-2 QS mod: Vibrio harveyi AI-2 quorum sensing modulation | Vibrio harveyi JMH597 AI-2 luminescence/OD600 ratio, 9 h; hits give low values; strain lacks LuxN and CqsS sensors; 0 = neutral-control median | activity change, % at 7.5 µM | hit rate 0.4% among 300,000 | AID 2094; in the data active means activity change below about -75%, passing the limit was not always enough; inconclusive means no clear call, values can overlap the other calls;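 further: luminescence divided by OD600 gain over 9 h not by final OD600 alone; inactives centre near 13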
HSF1 activator: increases HSF-1 driven luciferase reporter signal | NIH3T3-HGL HSF-1 luciferase reporter, MG132, 8 h; 100% = twice DMSO control signal | activation, % at 9 µM | hit rate 1.7% among 300,000 | AID 504408;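 active means mean replicate activation of at least 50% with a set share of replicates each reaching 50%; inconclusive means only one of those two conditions met; inactive means mean below 50% and too few replicates reaching it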;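 further: 0% = median of the neutral control wells and 100% = twice that signal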
aSyn UTR inh: MLPCN primary screen, SNCA 5' untranslated region | alpha-synuclein 5'UTR reporter, inhibitor activity | inhibition, % (tested at 7.5 µM) | hit rate 0.82% among 300,000 | AID 1813; in the data active means inhibition above about 60%; inconclusive means no clear call, values can overlap the other calls;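 further: H4 neuroglioblastoma cells stably carrying SNCA 5'UTR luciferase fusion; 0% = DMSO wells and 100% = positive control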
KLF5 inhibitor: suppresses KLF5 promoter-driven expression. hit rate 0.23% among 290,000. DLD-1 KLF5 promoter-luciferase reporter, luminescence. inhibition, % at 5 µM;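 active means inhibition above a per-plate limit of that plate's mean compound inhibition plus 3 SD, cut at about 60% in these data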;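 further: 0% = DMSO wells and 100% = LY294002 at 200 µM; higher means less KLF5 promoter-driven luciferase light; inactives centre near -14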
An asterisk follows results filed as active; ? = inconclusive; . = no result given. Hits appear at their usual frequency; overall some 5% were active at least once.

SMILES	HSF1 inh	HIF activator	HDAC3 inh	HSP90 refold inh	IEC-6 tox	Platelet DG rel	AI-2 QS mod	HSF1 activator	aSyn UTR inh	KLF5 inhibitor
COc1ccc(-c2cc(-c3c(O)c(OC)c4occc4c3OC)[nH]n2)cc1OC	0	.	20	1	-1	9	3	0	-71	-37
CCC(C)NC(=O)C1CCCN(C(=O)NC2CCCCC2)C1 (centres undefined)	-1	0.5	1	-4	0	4	20	2	21	6
CCOc1ccc(OCC)c(NC(=O)C2C3C=CC(O3)C2C(=O)NCc2ccco2)c1 (centres undefined)	1	0.9	-2	-2	-4	-3	16	4	-38	-3
CC(=O)c1ccc(NC(=O)C(C)N(C)CC(=O)Nc2ccc(N3CCOCC3)cc2)cc1 (centres undefined)	-3	0.6	-3	-4	-5	-19	8	-17	2	-3
Cc1cc(C)cc(NC(=O)/C=C/c2ccc([N+](=O)[O-])s2)c1	23	2.3	4	5	4	-2	14	42	-244	2
NC(=O)c1ccc(NC(=O)CNC(c2ccccc2)c2ccccc2)cc1	-1	-0.1	0	2	-3	1	6	14	-8	-6
Cc1nc(Cc2nnc(SCC(=O)N(C)c3ccccc3)o2)cs1	0	-0.1	7	.	.	2	16	-6	-7	.
CC(C)Oc1cccc(C(=O)Nc2ccc(Br)cc2F)c1	5	1.7	2	5	9	-5	20	38	-32	-154
O=C1CCCC(c2ccccc2)N1 (centres undefined)	-10	-0.6	1	1	2	-18	-3	-2	6	-35
O=C(CN1C(=O)CSc2cc(S(=O)(=O)N3CCCCCC3)ccc21)NCCc1ccccc1	9	0.3	1	5	5	0	8	24	-5	-20
COc1cccc(CNc2ccc(S(N)(=O)=O)cc2)c1OCc1ccccc1F	12	-0.1	5	1	4	-3	-2	12	-1	-131
CCOC(=O)N1CCN(S(=O)(=O)c2ccc(OCC(=O)OC)c(C)c2)CC1	3	0.2	-1	1	-4	13	29	4	0	3
Nc1c(-c2ccc(Cl)cc2)cnn1-c1cc(C(F)(F)F)cc(C(F)(F)F)c1	-5	-0.4	-4	-5	1	4	15	-2	-20	-39
Clc1ccc(CON/C=N/c2ncnc3sccc23)c(Cl)c1	.	-0.4	2	1	5	-5	-95*	.	-8	-21
O=C(CNC(=O)c1ccc(N2C(=O)c3ccccc3C2=O)cc1)OCC(=O)c1ccc(Cl)cc1	14	0.0	-2	-2	-3	-2	13	49	-20	5
CC1(C)CC(=O)C2=C(C1)Nc1ccccc1NC2	12	-0.1	7	4	4	-4	4	42	-15	-33
Cc1ccc2c(c1)NCC(C(=O)NC1CCCCC1)O2 (centres undefined)	18	0.0	1	-2	2	-6	43	26	6	-22
CCOc1ccccc1N=Nc1c(C)[nH]n(C(N)=S)c1=O	4	0.5	2	7	-5	-9	22	-12	-14	3
CCN(CC(=O)NC(c1ccccc1)c1ccccc1)Cc1nc2ccccc2c(=O)[nH]1	11	-0.2	-2	6	-7	0	14	27	-19	-3
C/C(=N\NC(=O)CN(c1ccccc1)S(=O)(=O)c1ccccc1[N+](=O)[O-])C(C)(C)C	-13	-0.2	0	4	-9	11	10	-22	-9	-4
CCc1c(C)nc2ncnn2c1N1CCC(C(=O)NCc2cccs2)CC1	-11	-0.6	0	5	3	-1	21	-6	19	-2
Cc1nonc1-c1ccc2c(c1)OCO2	-3	-11	3	2	5	4	3	23	3	-23
N#Cc1cccc(S(=O)(=O)N2CCN(c3ccnc4cc(Cl)ccc34)CC2)c1	5	0.1	0	-3	-3	2	12	7	30	-3
COc1ccccc1/C=N\N=C(\N)c1ccccn1	3	2.6	2	25*	6	-3	38	0	-175	-76
O=C(CCCN1C(=O)/C(=C/c2ccccc2Cl)SC1=S)NNC(=O)c1ccc(Cl)cc1Cl	-20	-2.0	2	3	-1	53*	17	-23	71*	15
CC1C(=O)N2CCCc3cc(S(=O)(=O)Nc4ccccc4F)cc1c32 (centres undefined)	-4	0.8	-1	.	.	-3	9	-4	11	.
COc1ccc(CNc2nc(C)cc(C)c2C#N)cc1	9	-0.6	-5	-5	6	1	4	8	-5	-17
COc1ccc(-c2nnc(SCc3ccccc3F)o2)cc1	33	1.1	-1	5	-4	4	-55	54*	-163	-147
O=C(CSc1nnc(NC(=O)c2ccccc2F)s1)NC1CC1	12	0.5	2	-4	-1	3	21	15	-52	-107
CCOc1cc(C2C(C(=O)OC)=C(C)N=C3SCCC(=O)N32)ccc1OC(C)=O (centres undefined)	.	1.4	3	-2	1	0	22	.	13	-12
O=C(NCCO)c1ccc(Oc2ccc(C(F)(F)F)cc2[N+](=O)[O-])cc1	0	-0.4	-1	2	5	3	18	-10	-18	6
c1coc(-c2nc3nc4ccccc4n3nc2-c2ccco2)c1	-1	0.1	4	1	-3	2	43	-9	20	-1
Cc1cccc(N=Nc2c(C)nn(-c3ccccc3)c2N)c1C	18	1.3	18	0	-2	-1	18	47	-124	-35
CCOc1ccccc1C(=O)NCC(=O)NC(C)c1ccc(-n2ccnc2)cc1 (centres undefined)	6	-0.1	-4	.	.	6	0	-3	-5	.
CC1=C(C(=O)Nc2cccc([N+](=O)[O-])c2)C2(CCC(C)CC2)OC1=O (centres undefined)	5	-0.2	.	1	1	12	12	17	5	-23
O=C(c1ccc(F)cc1F)N1CCCN(c2nc(-c3ccccc3)ns2)CC1	-1	2.7	?	-8	-1	-1	22	7	-10	-16
Cn1c(=O)c([N+](=O)[O-])c(NCCCn2ccnc2)c2ccccc21	-3	-0.1	-1	1	0	-8	15	2	-28	-26
CN(C)S(=O)(=O)c1ccc(C(=O)Nc2ccc(F)cc2F)cc1	1	0.5	3	-1	-1	-12	-23	0	-4	-14
COc1nc(NCCc2ccc(OC)c(OC)c2)nc(OC)n1	4	-0.1	3	-3	-6	-12	13	5	-13	17
CC1(C)C(=O)Nc2ccccc2N1C(=O)CSc1nc(-c2ccccc2)cs1	10	-38	8	2	-3	-14	22	20	-24	-21

An excerpt of these results, with each value named.
N#Cc1cccc(S(=O)(=O)N2CCN(c3ccnc4cc(Cl)ccc34)CC2)c1
  HSF1 inh = 5
  HIF activator = 0.1
  HDAC3 inh = 0
  HSP90 refold inh = -3
  IEC-6 tox = -3
  Platelet DG rel = 2
  AI-2 QS mod = 12
  HSF1 activator = 7
  aSyn UTR inh = 30
  KLF5 inhibitor = -3

COc1ccccc1/C=N\N=C(\N)c1ccccn1
  HSF1 inh = 3
  HIF activator = 2.6
  HDAC3 inh = 2
  HSP90 refold inh = 25*
  IEC-6 tox = 6
  Platelet DG rel = -3
  AI-2 QS mod = 38
  HSF1 activator = 0
  aSyn UTR inh = -175
  KLF5 inhibitor = -76

O=C(CCCN1C(=O)/C(=C/c2ccccc2Cl)SC1=S)NNC(=O)c1ccc(Cl)cc1Cl
  HSF1 inh = -20
  HIF activator = -2.0
  HDAC3 inh = 2
  HSP90 refold inh = 3
  IEC-6 tox = -1
  Platelet DG rel = 53*
  AI-2 QS mod = 17
  HSF1 activator = -23
  aSyn UTR inh = 71*
  KLF5 inhibitor = 15

CC1C(=O)N2CCCc3cc(S(=O)(=O)Nc4ccccc4F)cc1c32 (centres undefined)
  HSF1 inh = -4
  HIF activator = 0.8
  HDAC3 inh = -1
  HSP90 refold inh = .
  IEC-6 tox = .
  Platelet DG rel = -3
  AI-2 QS mod = 9
  HSF1 activator = -4
  aSyn UTR inh = 11
  KLF5 inhibitor = .

Returning to the listing, starting 2 compounds before the break.
SMILES	HSF1 inh	HIF activator	HDAC3 inh	HSP90 refold inh	IEC-6 tox	Platelet DG rel	AI-2 QS mod	HSF1 activator	aSyn UTR inh	KLF5 inhibitor
COc1nc(NCCc2ccc(OC)c(OC)c2)nc(OC)n1	4	-0.1	3	-3	-6	-12	13	5	-13	17
CC1(C)C(=O)Nc2ccccc2N1C(=O)CSc1nc(-c2ccccc2)cs1	10	-38	8	2	-3	-14	22	20	-24	-21
Cc1cc(NC(=O)c2cc(-c3ccc(O)cc3)on2)no1	12	4.0	-2	1	2	12	19	17	-62	-42
O=c1c2ccccc2c2ccccc2c(=O)n1Cc1ccco1	-2	0.4	7	3	2	.	13	-8	25	-14
CCNC(=S)N(CCCN(C)C)Cc1cc2cc3c(cc2[nH]c1=O)OCCO3	4	-1.0	-2	-2	0	-3	19	-4	-9	-14
CCN1C(=O)c2cccc3c(S(=O)(=O)Nc4nc(C)cs4)ccc1c23	13	-0.2	4	-4	1	7	28	13	-11	2
Cn1c(SCC(=O)NCC2CCCO2)ncc(C(=O)Nc2ccc(F)cc2)c1=O (centres undefined)	70	0.2	-3	.	.	16	9	67*	-1	.
O=C(O)c1ccccc1C(=O)Nc1nc(-c2ccccc2)cs1	-1	0.2	1	4	2	-2	16	6	7	-26
Cc1cc(F)c(F)c(C(=O)N2CCN(C)CC2)c1Cl	-11	-3.0	-1	-1	4	-5	1	-9	14	-5
C=CCNC(=S)Nc1cccc2[nH]ncc12	5	-0.3	-1	4	6	10	2	17	6	5
CC(C)CC(COCc1ccc(Cl)cc1)N1CCN(C(=O)c2ccc(Cl)cc2Cl)CCC1=O (centres undefined)	7	-1.3	8	-3	4	1	19	13	6	-2
Cc1oc(-c2cc(F)cc(F)c2)nc1CN1CCSCC1	4	0.8	7	-2	-1	1	10	31	7	-14
O=C(NC(NC(=S)Nc1ccc(Cl)cc1)C(Cl)(Cl)Cl)c1ccco1 (centres undefined)	8	0.4	1	3	8	10	4	-12	1	-22
Brc1ccc(-c2csc(/N=C/N3CCCC3)n2)cc1	21	1.9	-10	2	7	-4	-4	13	-94	-49
Cc1cc(OCc2nc(-c3ccncc3)no2)cc(C)c1Cl	-3	-0.6	-2	0	3	2	17	15	-15	26
CCC(=O)c1ccc(O)cc1	6	0.2	3	4	-4	3	5	7	-10	18
NC(=O)C1CCN(C(=O)COc2ccc(S(=O)(=O)NC3CCCC3)cc2)CC1	-4	-0.7	0	-1	8	-4	11	-16	-4	3
N/C(Cc1ccc([N+](=O)[O-])cc1)=N\OC(=O)CC1CCCCC1	-9	-0.2	4	-4	-6	2	16	-8	0	-1
COc1ccc(S(=O)(=O)N2CCCC2C(=O)NCc2ccccc2Cl)cc1 (centres undefined)	-2	-1.0	8	0	-2	-5	22	11	-9	-7
COc1ccc(NC(=O)CSc2nc3c(c(=O)n(C)c(=O)n3C)n2C)c(OC)c1	-10	1.0	2	4	2	0	-10	-8	3	7
COc1cc(OC)cc(C(=O)Nc2ccc(-c3nc4ccccc4o3)c(O)c2)c1	12	1.6	-6	2	-6	7	1	1	-62	-50
Cc1nc(SCc2cccnc2)[nH]c(=O)c1C	9	0.3	-12	0	0	-2	30	13	-13	-14

Compound activity from PubChem.
